AmpC inh no detg: blocks E. coli AmpC beta-lactamase in detergent-free assay; P00811; AmpC nitrocefin hydrolysis, absorbance 480 nm, 0.0001% Triton; Potency, µM (highest dose often 57.1 µM), for the others: top-dose activity change, negative = inhibition, actives largely listed as inhibitors; 0.52% of 330,000 active; AID 485341;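 note: potency is the fitted concentration of half-maximal effect; plate controls were no compound for no effect and no enzyme for full effect; nearly all actives have a fitted effect of over 20% in size; some results filed as inactive show a strong effect at the top dose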
Target sequence (P00811 whole entry, looked up): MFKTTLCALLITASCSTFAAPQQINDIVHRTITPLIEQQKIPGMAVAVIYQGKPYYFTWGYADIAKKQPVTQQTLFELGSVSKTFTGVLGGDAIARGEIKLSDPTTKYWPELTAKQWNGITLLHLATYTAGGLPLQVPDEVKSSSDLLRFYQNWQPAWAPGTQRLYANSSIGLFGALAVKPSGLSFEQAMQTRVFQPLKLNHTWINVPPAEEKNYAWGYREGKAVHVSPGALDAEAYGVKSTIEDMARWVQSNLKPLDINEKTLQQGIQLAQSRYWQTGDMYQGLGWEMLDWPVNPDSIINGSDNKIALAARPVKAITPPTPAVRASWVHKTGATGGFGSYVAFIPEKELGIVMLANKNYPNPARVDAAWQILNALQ
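AmpC (5.3 nM in the dispensed reagent) in 20 mM phosphate pH 7.0 with 0.01% (detergent screen) or 0.0001% Triton X-100 was preincubated with compounds for 15 min at room temperature. Nitrocefin was then added from an 800 uM solution, and hydrolysis was followed at 480 nm.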
AmpC detergent: inhibitors of E. coli AmpC beta-lactamase with detergent; P00811; AmpC hydrolysis of nitrocefin, absorbance 480 nm, 0.01% Triton; Potency, µM (doses to about 114 µM), inactives show at the top dose activity change, negative = inhibition, usual class: inhibitors; 0.041% of 370,000 active; AID 485294;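 note: potency is the fitted concentration of half-maximal effect; 0% = no-compound wells and -100% = no-enzyme wells; nearly all actives have a fitted effect of over 25% in size; some results filed as inactive show a strong effect at the top dose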
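20 mM phosphate pH 7.0 + 0.01% (detergent screen) or 0.0001% Triton X-100; 5.3 nM AmpC reagent; cpd preinc 15 min RT; nitrocefin (800 uM stock) to start; A480 q20 s × 4 min; Activity was normalised to no-enzyme and no-compound control wells.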
Giardia FBPA inh: inhibitors of Giardia lamblia fructose-1,6-bisphosphate aldolase; A8B2U2; purified Giardia FBPA; Potency, µM (series often up to 59.6 µM), without a hit: top-dose activity, negative = inhibition, usual class: inhibitors; 0.71% of 290,000 active; AID 2451; note: potency is the fitted concentration of half-maximal effect; nearly all actives have a fitted effect of over 55% in size
Target sequence (A8B2U2 whole entry, looked up): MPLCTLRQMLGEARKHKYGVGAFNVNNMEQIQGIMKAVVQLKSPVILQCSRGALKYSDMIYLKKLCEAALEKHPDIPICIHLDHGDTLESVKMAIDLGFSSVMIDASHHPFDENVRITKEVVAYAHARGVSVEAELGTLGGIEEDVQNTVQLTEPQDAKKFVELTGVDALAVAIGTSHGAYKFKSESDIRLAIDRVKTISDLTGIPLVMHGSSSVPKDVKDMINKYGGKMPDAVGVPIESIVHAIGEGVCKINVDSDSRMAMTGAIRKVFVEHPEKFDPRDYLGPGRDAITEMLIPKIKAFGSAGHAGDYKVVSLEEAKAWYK
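Giardia FBPA (40 nM reagent) was preincubated 10 min at RT with compound (up to 57.5 uM final), then substrate plus GAPDH/TPI/NAD/arsenate coupling system with diaphorase/resazurin was added; resorufin fluorescence (525/598 nm) was read after 20 min.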
Sm TGR block: blocks Schistosoma mansoni thioredoxin glutathione reductase | Q962Y6 | purified TGR, DTNB reduction, TNB absorbance 405 nm | Potency, µM (titrated, usually from 114 µM), inactives show at the highest dose activity change, negative = inhibition, actives largely listed as inhibitors | 3% of 360,000 active | AID 485364; note: potency is the fitted concentration of half-maximal effect; nearly all actives have a fitted effect of over 60% in size
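First, TGR (20 nM dispensed) and NADPH were mixed with compound. Second, a 15 min room-temperature incubation followed. Third, further NADPH and then DTNB were added to start the reaction. Finally, TNB absorbance was monitored kinetically.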
AMA1-RON2 inh: inhibitors of Plasmodium falciparum AMA1-RON2 interaction | AlphaScreen AMA1-biotinylated RON2 peptide binding | Potency, µM (highest dose often 58.2 µM), for the others: top-dose activity change, negative = inhibition, usual class: inhibitors | 0.2% of 360,000 active | AID 720542;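 note: potency is the fitted concentration of half-maximal effect; 0% = vehicle wells and -100% = peptide control; nearly all actives have a fitted effect of over 45% in size; some results filed as inactive show a strong effect at the top dose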
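AMA1 (3D7) with his tag at 25 nM final met compounds first, then biotinylated RON2 peptide at 25 nM; detection used donor plus acceptor beads, 10 µg/mL apiece, read by AlphaScreen after 30 min at room temperature.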
HCMV antiviral: inhibitors of human cytomegalovirus | HFF cells, HCMV-luciferase reporter, 72 h; stronger effect = lower value | activity change, negative = inhibition, % at 57.5 µM | 4.5% of 410,000 active | AID 1259415; in the data active = activity change below about -60%; inconclusive = no clear call, values can overlap the other calls; inactive = above about -39%
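Luciferase read-out from HCMV-luciferase-infected HFFs (MOI 1 PFU/cell) 72 h post infection at 37C; compounds added after 16 h cell attachment; activity normalized between buffer-only basal and Salinomycin (10uM) inhibitor controls.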
Numbers without * were called inactive; ? = inconclusive; . = not tested or not shown; [ ] = dose if it differs, or a comment. Unless noted, calls come from the whole dose curve; as a rule, active = well fitted curve in the direction sought with a large enough effect; inconclusive = small, poorly fitted or top-dose-only effect, or another doubt; inactive = no such curve, though single readings can be large; an effect the other way counts as inactive or inconclusive. Unless noted, % is set by controls: 0 for no effect and ±100 for the full control effect.

no.	SMILES	AmpC inh no detg	AmpC detergent	Giardia FBPA inh
1	Cc1cc(C)c(C#N)c(SCC(=O)Nc2ccc(S(=O)(=O)Nc3onc(C)c3C)cc2)n1	-33%	?	?
2	Cc1cc(S(=O)(=O)N2CCCCC2)ccc1OCC(=O)N1CCCC1	34%	-11%	-3%
3	O=C1C2CC=C(Cl)CC2C(=O)N1CNc1ccccn1 (stereo not drawn)	-5%	-9%	5%
4	O=C(NCC1CCCO1)c1cccc(Oc2ccc([N+](=O)[O-])cc2)c1 (stereo not drawn)	1%	-6%	.
5	CC(=O)NCCc1cc2ccc(C)c(C)c2[nH]c1=O	-14%	-1%	2%
6	COc1ccc(Nc2c3c(nc4ccc(NC(=O)/C=C/c5cc(OC)c(OC)c(OC)c5)cc24)CCCC3)cc1OC	.	-7%	.
7	CCOC(=O)C1CCN(C(=S)Nc2cccc(C)c2C)CC1	-26%	?	-1%
8	CNC(=O)CSc1nnc(-c2cccnc2)n1-c1ccc(C)cc1	-7%	6%	-1%
9	CCc1nnc(NC(=O)CSc2nc(C)c3c(c2C#N)CCCC3)s1	-26%	3%	-1%
10	CCOc1ccccc1Oc1ccc(C(F)(F)F)cn1	-16%	-9%	-13%

no.	Sm TGR block	AMA1-RON2 inh	HCMV antiviral
1	-11%	-8%	-15
2	2%	5%	?
3	0%	-20%	-16
4	0%	-3%	-88*
5	4%	0%	-1
6	-1%	.	-102*
7	40%[activator]	-8%	-35
8	.	-3%	-35
9	-1%	43%[activator]	56
10	0%	3%	-16

The list goes on.
no.	SMILES	AmpC inh no detg	AmpC detergent	Giardia FBPA inh
11	Cc1ccc(NC(=O)CSC2=NN3CCCC(=O)N=C3S2)cc1Cl	-16%	-12%	4%
12	COCCCNC(=O)Cn1cc2c(n1)CCC(C)C2 (stereo not drawn)	6%	?	1%
13	Cc1nnc(SCc2ccc(C(=O)O)cc2)s1	-11%	-1%	7%
14	CC(C)Cc1ccccc1O	10%	?	11%
15	O=C1COc2ccc(C(=O)COC(=O)c3ccc([N+](=O)[O-])cc3Cl)cc2N1	-18%	3%	.
16	N#CC1=C(N)OC2=C(CC/C2=C\c2ccccc2)C1c1ccccc1 (stereo not drawn)	11µM*	5%	14%
17	Cc1nc2ccccc2c(=O)n1NC(=O)C1CCCCC1	2%	-13%	2%
18	CC1=C(C(=O)OCc2ccccc2)C(c2cccs2)N2C(=O)CCSC2=N1 (stereo not drawn)	25%	?	5%
19	CC(=O)OC1(c2ccccc2)CCN(C)C(C)C1C (stereo not drawn)	-14%	?	-7%
20	C[C@]12CC[C@@H](O)C[C@@H]1CC[C@@H]1[C@@H]2CC[C@]2(C)[C@@H](O)CC[C@@H]12	-20%	-3%	-1%

no.	Sm TGR block	AMA1-RON2 inh	HCMV antiviral
11	-2%	-10%	?
12	-16%	-3%	8
13	-7%	-3%	7
14	-2%	.	.
15	40µM*	-27%	-6
16	11µM*	17%	23
17	49%[activator]	-3%	25
18	18%	5%	-33
19	-7%	1%	59
20	24%	0%	-22

Further compounds
no.	SMILES	AmpC inh no detg	AmpC detergent	Giardia FBPA inh
21	CCOc1ccccc1CNC(=O)C1CCN(C(=O)N2CC(C)Oc3ccc(C)cc32)CC1 (stereo not drawn)	180%[activator]	?	-1%
22	Cc1ccccc1-c1nc(S(=O)(=O)c2ccccc2)c(N2CCCC2)o1	-19%	.	.
23	CCn1cc(C(=O)NN)c(=O)c2cc(F)c(N3CCOCC3)cc21	54%	3%	15%
24	COc1ccc([C@H]2CC(=O)C=C(c3ccc(Cl)c(F)c3)C2)cc1	-33%	-9%	.
25	O=C(Nc1ccc(S(=O)(=O)Nc2ncccn2)cc1)c1ccc(Cl)c([N+](=O)[O-])c1	-24%	0%	-12%
26	COc1ccc(-c2cc(C(=O)O)c3ccccc3n2)c(OC)c1	-19%	?	18%
27	COC(=O)c1c(NC(=O)COC(=O)[C@@H](NS(=O)(=O)c2ccccc2)C(C)C)sc2c1CCC2	-23%	-8%	-4%
28	Fc1ccc(-c2cc3nc4c(c(N5CCOCC5)n3n2)CCCC4)cc1	57%	-18%	-5%
29	CCOC(=O)c1csc(NC(=O)c2ccc(OCC)cc2)n1	-7%	3%	0%
30	COc1ccc(CNC(=O)c2cc(-c3ccc(Br)s3)nc3ccccc23)c(OC)c1	.	17%	.

no.	Sm TGR block	AMA1-RON2 inh	HCMV antiviral
21	-20%	1%	-16
22	.	1%	-13
23	-10%	0%	-30
24	-2%	-3%	43
25	-22%	-8%	12
26	-2%	-4%	0
27	-8%	-6%	-7
28	0%	14%	-20
29	7%	2%	-61*
30	9%	.	-26

(list continues)
no.	SMILES	AmpC inh no detg	AmpC detergent	Giardia FBPA inh
31	COC(=O)c1cc(NC(=O)Cc2ccccc2[N+](=O)[O-])ccc1Cl	-23%	15%	?
32	Cc1sc2nc(CN3CCN(S(=O)(=O)c4cccc5nonc45)CC3)[nH]c(=O)c2c1C	-15%	?	-20%
33	COc1ccc(C)cc1NC(=O)CSc1ccc(-c2ccco2)nn1	-19%	3%	.
34	CCCc1cc(=O)[nH]c(SCC(=O)NCC2COc3ccccc3O2)n1 (stereo not drawn)	-5%	2%	.
35	NS(=O)(=O)c1cc(Cl)c(NC(=O)COC(=O)c2ccccn2)c(Cl)c1	-8%	-7%	.
36	C[C@@]12CCC=C[C@H]1[C@H](c1ccc(F)c(/C=C/c3ccccc3)c1)N(Cc1ccccc1)C2=O	103%[activator]	-7%	2%
37	NC(=O)c1cccnc1Oc1cccc(Cl)c1	-27%	3%	-1%
38	CC(C)(C)C(=O)N1CCN(C(=O)c2ccco2)CC1	-4%	3%	21%
39	COCCOc1cc(NC(=O)c2ccccc2)c(Cl)cc1Cl	23%	?	1%
40	CCCCn1c(=O)c(C(=O)Nc2ccccc2C)c(O)c2ccccc21	-20%	3%	-3%

no.	Sm TGR block	AMA1-RON2 inh	HCMV antiviral
31	1%	3%	-1
32	-31%	25%	11
33	?	-19%	?
34	3%	1%	5
35	-7%	?	-36
36	?	13%	10
37	2%	-17%	-9
38	5%	-5%	0
39	-1%	0%	-5
40	13%	25%	.

Next structures:
no.	SMILES	AmpC inh no detg	AmpC detergent	Giardia FBPA inh
41	CCC(C)n1cnc2c(c1=O)c1nc3ccccc3nc1n2Cc1ccc(OC)cc1 (stereo not drawn)	1%	2%	-1%
42	O=C(CN1C(=O)NC2(CCCc3ccccc32)C1=O)NCCc1ccc(F)cc1 (stereo not drawn)	-23%	.	.
43	COc1ccc(CCNC(=O)c2cc(-c3ccccc3)on2)cc1OC	-15%	3%	4%
44	Cc1ccc(NC(=O)CCC(=O)Nc2ccc(C)cc2)cc1	9%	0%	7%
45	O=C(NC(=S)Nc1cccc(C(F)(F)F)c1)c1csnn1	-26%	-3%	-14%
46	Cn1c2ccccc2c2nnc(NN)nc21	6%	-5%	-13%
47	COc1ccc2nc(NC(=O)CCNS(=O)(=O)c3ccc4c(c3)oc(=O)n4C)sc2c1	-13%	8%	9%
48	Cc1ccc(CNC(=O)CN2C(=O)NC(C)(c3cccc(Br)c3)C2=O)cc1 (stereo not drawn)	-8%	2%	-2%
49	CC(C)NC(=O)N1CCC(n2nccc2NC(=O)CCOc2ccccc2)CC1	-12%	-6%	.
50	CCOC(=O)CC(NC(=O)c1ccc(C)cc1)c1ccc(OC)cc1 (stereo not drawn)	0%	1%	3%

no.	Sm TGR block	AMA1-RON2 inh	HCMV antiviral
41	-11%	-12%	-75*
42	.	-4%	-25
43	4%	-4%	24
44	2%	-5%	10
45	-31%	102%[activator]	?
46	-22%	37%[activator]	21
47	29%	-6%	8
48	-8%	-2%	?
49	0%	-2%	8
50	-1%	14%	27

From no. 1 to 11, as listed above:
no.	SMILES	AmpC inh no detg	AmpC detergent	Giardia FBPA inh
1	Cc1cc(C)c(C#N)c(SCC(=O)Nc2ccc(S(=O)(=O)Nc3onc(C)c3C)cc2)n1	-33%	?	?
2	Cc1cc(S(=O)(=O)N2CCCCC2)ccc1OCC(=O)N1CCCC1	34%	-11%	-3%
3	O=C1C2CC=C(Cl)CC2C(=O)N1CNc1ccccn1 (stereo not drawn)	-5%	-9%	5%
4	O=C(NCC1CCCO1)c1cccc(Oc2ccc([N+](=O)[O-])cc2)c1 (stereo not drawn)	1%	-6%	.
5	CC(=O)NCCc1cc2ccc(C)c(C)c2[nH]c1=O	-14%	-1%	2%
6	COc1ccc(Nc2c3c(nc4ccc(NC(=O)/C=C/c5cc(OC)c(OC)c(OC)c5)cc24)CCCC3)cc1OC	.	-7%	.
7	CCOC(=O)C1CCN(C(=S)Nc2cccc(C)c2C)CC1	-26%	?	-1%
8	CNC(=O)CSc1nnc(-c2cccnc2)n1-c1ccc(C)cc1	-7%	6%	-1%
9	CCc1nnc(NC(=O)CSc2nc(C)c3c(c2C#N)CCCC3)s1	-26%	3%	-1%
10	CCOc1ccccc1Oc1ccc(C(F)(F)F)cn1	-16%	-9%	-13%
11	Cc1ccc(NC(=O)CSC2=NN3CCCC(=O)N=C3S2)cc1Cl	-16%	-12%	4%

no.	Sm TGR block	AMA1-RON2 inh	HCMV antiviral
1	-11%	-8%	-15
2	2%	5%	?
3	0%	-20%	-16
4	0%	-3%	-88*
5	4%	0%	-1
6	-1%	.	-102*
7	40%[activator]	-8%	-35
8	.	-3%	-35
9	-1%	43%[activator]	56
10	0%	3%	-16
11	-2%	-10%	?

The listing continues.
no.	SMILES	AmpC inh no detg	AmpC detergent	Giardia FBPA inh
51	CC(=O)Nc1ccc(S(=O)(=O)NC2(C(F)(F)F)NC(=O)N(C3CCCC3)C2=O)cc1 (stereo not drawn)	-10%	?	4%
52	CCCc1nc(SCC(=O)NC2CCCC2)c2ccccc2n1	-2%	3%	3%
53	O=C(Cn1cnc2cc([N+](=O)[O-])ccc2c1=O)Nc1ccc2c(c1)CCC2	-15%	11%	-1%
54	COc1ccc(CC(=O)NC(=S)Nc2ccc(S(N)(=O)=O)cc2)cc1	-31%	-14%	1%
55	CC(C)(C)OC(=O)N1CCC(Cc2cc(-c3ccccc3)no2)(C(=O)O)CC1	-9%	-1%	4%
56	COc1cc(OC)cc(C(=O)Nc2ccc(S(=O)(=O)Nc3cc(C)on3)cc2)c1	-16%	-1%	14%
57	CC(=O)Nc1nnc(C2=COCCO2)o1	-16%	-4%	-20%
58	CSc1ccccc1OCc1cc(C(=O)N(C)CC2COCCO2)no1 (stereo not drawn)	9%	1%	.

no.	Sm TGR block	AMA1-RON2 inh	HCMV antiviral
51	10%	12%	-5
52	5%	2%	?
53	-2%	4%	2
54	-34%	1%	-14
55	5%	-1%	-2
56	6%	-2%[2.32 µM]	-19
57	2%	32%[activator]	30
58	3%	-2%	17

High-throughput results from PubChem.
